Screening data from PubChem.
NALP3 yeast inh: NALP3 inhibition in yeast | hit rate 0.39% among 330,000 | inhibition, % at 10 µM | AID 2825 | Yeast reconstituted NLRP3/ASC/caspase-1, beta-gal luminescence, 24 h;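 active = inhibition of 50% or more; inactive = inhibition below 50%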;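 note: plate controls were induced DMSO wells for no effect and uninduced yeast grown without galactose for full effect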
NR3A LBD binder: modulates the human NR3A ligand-binding domain. NR3A LBD differential scanning fluorimetry, Tm shift; 0% = protein alone, 100% = glycine-bound protein. Tm shift relative to glycine control, % at 25 µM. hit rate 2.5% among 340,000. AID 1259313;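 active = melting temperature shift of at least 10% of the positive control shift, at one fixed dose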
tim10-1 inh: inhibits growth of tim10-1 mutant yeast; hit rate 2.2% among 330,000; S. cerevisiae tim10-1 ts strain growth, BacTiter-Glo, 24 h; inhibition, % at 20 µM; AID 463190;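 active = inhibition of at least 40%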;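 note: mutant grown at 25 °C; 0% = DMSO wells with yeast and 100% = wells holding no yeast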
APJ ag: APJ receptor agonism. P35414. activation, % at 20 µM. hit rate 0.11% among 330,000. CHO-K1 APJ PathHunter beta-arrestin, luminescence; 0% DMSO wells, 100% apelin. AID 2520;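 active = activation more than six SD over the plate average, tested at 20 µM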;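 note: 0% = DMSO alone and 100% = apelin-13 at 10 nM; some results filed as inactive read as strong as hits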
Target sequence (P35414 whole entry, looked up): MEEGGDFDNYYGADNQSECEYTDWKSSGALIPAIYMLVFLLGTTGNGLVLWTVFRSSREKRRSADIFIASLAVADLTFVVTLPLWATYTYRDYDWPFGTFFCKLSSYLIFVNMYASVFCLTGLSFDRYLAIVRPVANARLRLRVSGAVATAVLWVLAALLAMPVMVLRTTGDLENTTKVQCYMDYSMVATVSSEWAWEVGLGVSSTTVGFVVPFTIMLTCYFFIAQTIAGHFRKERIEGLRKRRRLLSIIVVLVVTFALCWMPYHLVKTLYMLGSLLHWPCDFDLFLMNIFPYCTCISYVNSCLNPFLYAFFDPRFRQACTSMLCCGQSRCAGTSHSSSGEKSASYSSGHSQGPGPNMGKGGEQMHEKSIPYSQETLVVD
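Material: CHO-K1 APJ beta-arrestin complementation cell line; Input: cell density 1000 per well; Incubation: compound stimulation 90 min at 25 °C, detection 60 min; Signal: luminescence from split beta-galactosidase complementation, Galacton Star/Emerald II substrate; Controls: DMSO-only wells as negative, 10 nM Apelin-13 as positive control.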
TIM10 inh: TIM10 yeast growth inhibition. S. cerevisiae TIM10 strain growth, BacTiter-Glo luminescence, 24 h. inhibition, % at 10 µM. hit rate 1.4% among 330,000. AID 463195;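 active = inhibition of 40% or more at the single tested concentration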;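 note: wild-type TIM10 isogenic control strain grown at permissive 25 °C; 0% = DMSO yeast wells and 100% = minimal medium wells without yeast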
APJ antagonist: antagonists of human APJ apelin receptor; P35414; inhibition, % at 20 µM; CHO-K1 APJ beta-arrestin complementation, luminescence; hit rate 0.32% among 330,000;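 active = inhibition above about 40% at 20 µM, limit read from the data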;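 note: cells challenged with 10 nM apelin-13 agonist together with compound; plate controls were apelin-13 plus DMSO wells for no effect and DMSO wells lacking apelin-13 for full effect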
MPTP block: inhibitors of mitochondrial permeability transition pore. hit rate 1.4% among 360,000. inhibition, % at 10 µM. AID 602449. isolated mouse mitochondria, Ca2+ swelling absorbance, 30 min;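 active = inhibition of 50% or more, scaled per plate between neutral and stimulator controls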;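 note: 0% = DMSO wells given calcium and 100% = 1 mM EGTA wells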
MIN6 prolif: MIN6 beta-cell proliferation induction. MIN6 cells proliferation, ATPlite luminescence, 48 h; cells starved in 0.2% serum; 100% = growth in 10% serum. proliferation, % at 10 µM. hit rate 0.29% among 330,000. AID 2380;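 active = compounds whose signal lies at least 3.5 SD above the mean of all wells on their plate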;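 note: 0% = DMSO-treated cells in low-serum medium and 100% = 10% serum control; some compounds called inactive have numbers as strong as hits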
tim23-1 inh: tim23-1 yeast growth inhibition. S. cerevisiae tim23-1 growth, BacTiter-Glo luminescence, 24 h. inhibition, % at 20 µM. hit rate 1.3% among 330,000;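 active = growth inhibition of the mutant yeast at or above 50%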;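 note: temperature-sensitive mutant grown at 25 °C; plate controls were DMSO-treated mutant yeast for no effect and medium wells lacking yeast for full effect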
An asterisk follows results filed as active; / = no result given.

Under each structure: NALP3 yeast inh, NR3A LBD binder, tim10-1 inh, APJ ag, TIM10 inh, APJ antagonist, MPTP block, MIN6 prolif, tim23-1 inh
- CCOC(=O)c1c(/N=C/N(C)C)sc(/C=N/Nc2ccccc2)c1-c1ccc(Cl)cc1
  10, 0, 15, 2, 11, 9, 3.9, -3, 5
- COc1cc(S(=O)(=O)N2CCN(Cc3ccc4c(c3)OCO4)CC2)ccc1NC(C)=O
  5, /, 23, 16*, 8, -5, -0.2, 0, 7
- C=CCN(Cc1ccc(Cl)s1)C(=O)c1ccc(F)c(S(=O)(=O)N2CCOCC2)c1
  12, 0, 6, -3, 6, 5, 1.0, -3, 26
- Cc1ccc(C(C)C)c(OCCNCCc2ccccc2)c1
  39, -1, 10, -2, 12, -16, 13, -5, 8
- CCOC(=O)CSc1nc(-c2ccccc2)cc(C(F)(F)F)n1
  20, 2, 12, -3, -7, 11, -1.1, -1, 15
- CC(c1ccon1)N(C)C(=O)CCc1nnc(CCCCc2ccccc2)o1 (stereo unspecified)
  9, -2, 15, 4, 13, 4, 0.2, -1, 10
- COc1cc2c(cc1NC(=O)Nc1ccc(F)cc1)oc1ccccc12
  17, 186*, 10, 0, 1, 1, 36, 0, 11
- N#CCCN1CCN(S(=O)(=O)c2cc(Cl)ccc2Cl)CC1
  10, -1, -5, 0, -5, 5, -0.1, -4, 18
- COC(=O)c1ccc(CN2CCN(Cc3ccc(C(=O)OC)o3)CC2)o1
  6, -1, -8, -1, 7, 2, 1.8, -3, 0
- CCCC(=O)Nc1nc2n(n1)C(c1ccccc1)CC(=O)N2 (stereo unspecified)
  -3, 1, 12, 0, 9, 23, -1.4, -2, -8
- Cc1ccc(SCC(=O)OCC(=O)NC2(C#N)CCCCC2)cc1
  17, 2, 10, -3, -6, -46, 0.9, -2, 15
- CC1c2ccccc2SC(CCCN(C)C)c2ccccc21 (stereo unspecified)
  -9, -1, 38, 2, 14, 1, 0.2, -2, 35
- CCC1(CC)NC(=O)N(CC(=O)OCC(=O)Nc2ccccc2OC(F)F)C1=O
  -3, 2, 20, -1, 4, -16, -0.1, 2, 1
- O=C1c2ccccc2C(=O)N1CCCCCCc1ccccc1
  14, -3, -10, -3, -26, -6, -0.1, 4, 6
- Cc1cccc(-c2nsc(SCC(=O)NCc3ccc4c(c3)OCO4)n2)c1
  11, -4, 5, 0, 6, 4, 0.0, 2, 31
- Cn1c(N)c(C(=O)COC(=O)c2cc(C(F)(F)F)nc3ccccc23)c(=O)n(Cc2ccccc2)c1=O
  15, -2, 11, -3, 20, -7, /, -7, 17
- O=C(CN1CCOCC1)Nc1ccc(Oc2ccccc2)cc1
  11, 1, -6, 4, -8, 1, 2.0, -3, 21
- O=C(Cc1sc(Nc2ccccc2)nc1-c1ccccc1)NCc1ccccn1
  18, 1, 4, -2, 15, 12, 0.0, -4, 19
- CN(C)S(=O)(=O)c1cccc(NC(=O)COC(=O)c2cc(=O)[nH]c(=O)[nH]2)c1
  15, -1, 9, 0, 1, 14, 0.4, -2, -2
- COc1cc([N+](=O)[O-])ccc1NC(=S)NC(=O)CC(C)(C)C
  14, -1, -4, -3, -7, 7, 1.9, -1, -15
- O=C(CSc1nc2ccccc2s1)N/N=C/c1cc([N+](=O)[O-])ccc1O
  -7, 2, 2, -5, 0, -8, 30, -3, 19
- CCOc1ccc(C(=O)CCC(=O)NCC(=O)OCc2ccccc2)cc1OCC
  3, 0, 0, 4, 8, 8, -0.9, 0, 15
- Cc1ccc(/C=C/C(=O)Nc2cc(S(N)(=O)=O)ccc2O)cc1
  -12, -6, -1, -3, -1, -18, -1.6, -2, 6
- Cc1cc(CNC(=O)Cc2ccc(F)cc2)c2ccccc2n1
  -9, 0, 13, -2, -10, -26, 0.6, -4, 4
- O=C(CNCc1ccc(Cl)cc1)Nc1ccc(C(=O)N2CCCCCC2)cc1
  5, 1, 13, 0, 0, -19, 1.8, 1, 18
- O=C(O)c1ccc2c(c1)C(=O)N(c1cccc3ccccc13)C2=O
  7, -2, 6, -3, -12, 3, -1.1, -3, 6
- COc1ccc(-c2cc(=O)n(CCC#N)[nH]2)cc1
  5, -5, 13, 2, 6, 1, 11, -1, 8
- CC(/C=N/N1CCN(c2ccc(C)cc2)CC1)=C\c1ccccc1
  5, -1, 15, -2, -20, 15, 3.5, 0, 6
- CC(=O)c1cc(CN2CCC(n3nccc3NC(=O)c3ccccc3Cl)CC2)cs1
  7, 1, -4, -3, 2, 1, -0.3, -2, -5
- COc1ccc([N+](=O)[O-])cc1NC(=O)Cn1ccsc1=N
  15, -6, 31, 4, 17, -4, -0.9, 0, 6
- CN(C)c1nc(Oc2ccc(C(=O)OCC(=O)Nc3ccccc3)cc2)nc(N(C)C)n1
  12, -2, 2, -1, -20, -12, 0.5, -3, 5
- C=CCn1c(COc2ccccc2)nnc1SCC(=O)N/N=C/c1ccc(C)cc1
  9, -4, 29, 5, 22, -19, -0.9, -3, 11
- COc1ccc(N(CC(=O)Nc2ccccc2F)S(=O)(=O)c2ccc(OC)c(OC)c2)cc1
  14, 1, 21, -3, 6, 9, 2.0, -1, 18
- COc1ccc(NC(=O)/C=C/c2ccco2)cn1
  19, -41, 0, -1, 1, 15, -1.9, -1, 12
- Cc1cc(C)c2nc(NNC(=O)c3ccc(S(=O)(=O)N4CC(C)CC(C)C4)cc3)sc2c1 (stereo unspecified)
  -3, 5, 8, -2, -9, -3, 9.5, -7, 25
- O=C(NNC(=O)C1CC(c2cccs2)=NO1)Nc1ccccc1 (stereo unspecified)
  10, 0, -6, -2, 11, 16, 1.8, 3, 6
- COc1ccc(CN(C)C(=O)C(Cc2ccccc2)NC(=O)c2ccccc2)c(OC)c1 (stereo unspecified)
  9, 1, 21, -2, 10, 6, -0.4, 0, 22
- O=C(COc1ccc(Cl)cc1Cl)N/N=C/c1ccc[nH]1
  20, -3, 44*, -2, 2, -36, -1.4, -1, 32
- COc1ccc(CCN2CN(S(=O)(=O)c3ccccc3)c3nc4ccccc4nc32)cc1
  -2, -8, 7, 0, 1, -6, -0.6, 0, 14
- CS(=O)(=O)N(Cc1ccccc1)c1ccc(C(=O)Nc2ccc(C(N)=O)cc2)cc1
  10, -13, -18, -1, -7, -14, 0.8, 0, -16

2 neighbouring compounds from above, for reference:
Under each structure: NALP3 yeast inh, NR3A LBD binder, tim10-1 inh, APJ ag, TIM10 inh, APJ antagonist, MPTP block, MIN6 prolif, tim23-1 inh
- CN(C)c1nc(Oc2ccc(C(=O)OCC(=O)Nc3ccccc3)cc2)nc(N(C)C)n1
  12, -2, 2, -1, -20, -12, 0.5, -3, 5
- C=CCn1c(COc2ccccc2)nnc1SCC(=O)N/N=C/c1ccc(C)cc1
  9, -4, 29, 5, 22, -19, -0.9, -3, 11

Continuation.
Under each structure: NALP3 yeast inh, NR3A LBD binder, tim10-1 inh, APJ ag, TIM10 inh, APJ antagonist, MPTP block, MIN6 prolif, tim23-1 inh
- Cc1nn(-c2cc(Cl)ccc2N)c(=O)c2ccccc12
  10, 0, 12, -3, 12, 19, 0.4, -2, 15
- CCOC(=O)CN1C(=O)SC(CC(=O)Nc2nccs2)C1=O (stereo unspecified)
  -2, -1, -3, -3, 7, 20, -1.7, 0, -9
- Cc1ccc(S(=O)(=O)N2[C@@H](c3cccc4ccccc34)C(C(=O)O)=C[C@H]2C(C)(C)C)cc1
  12, -1, 17, -2, 16, 9, 2.5, -4, 23
- CCn1c(SCCN2CCCCC2)nnc1-c1ccc(S(=O)(=O)N2CCOCC2)cc1
  -8, -2, 6, -1, 3, 2, 0.1, 0, -1
- O=C(CSc1ccsc1[N+](=O)[O-])NCCc1ccccc1
  19, 1, 2, -6, 9, 2, 1.4, -2, 13
- O=C(NCc1ccc(Cl)cc1Cl)C1CCN(S(=O)(=O)c2ccc3c(c2)OCCCO3)CC1
  16, -14, 7, -5, 10, -10, -15, -3, 13
- COC(=O)c1cc(Br)c(=O)n(-c2ccc(OC)cc2)c1
  7, 1, -1, 0, -2, 12, 4.1, 1, 2
- CC(C)(C)CN1CCC(Oc2cccc(C(=O)N3CCC[C@H]3CO)c2)CC1
  -4, 0, -17, 1, -7, -17, -0.3, -1, -12
- O=C(CN1CCC(NC(=O)C2CCCCC2)CC1)Nc1cccc(F)c1
  15, -1, 1, -1, 1, 20, -0.8, 1, -10
- CCCNC(=O)C(=O)c1cccn1-c1ccsc1C(=O)OC
  18, -1, 9, 1, -16, -12, -1.3, 0, 12
- CN(CC(=O)Nc1ccccc1Br)C(=O)CN1CCN(c2ccccc2Cl)CC1
  10, 1, -18, -4, -8, 2, 0.3, -3, 25
- COc1cccc(C2C(C(=O)c3ccco3)=C(O)C(=O)N2CCN(C)C)c1OC (stereo unspecified)
  12, 0, 2, -4, -5, 6, -1.1, -1, -8
- CC(=O)Nc1ccccc1NC(=O)c1cc(C)ccc1C
  27, -1, 13, -3, 5, 5, 1.8, 2, -7
- CCN(CC)CCN1C(=O)c2ccccc2NC1c1ccccc1F (stereo unspecified)
  2, -1, -16, -3, -14, 11, -0.2, 0, -28
- CC(C)NC(=O)CCS(=O)(=O)c1ccc(Br)s1
  13, 0, 5, -5, -6, 15, 0.0, 2, -12
- O=C(O)/C=C/C(=O)Nc1cccc2cccnc12
  12, -4, 22, -1, -14, -15, -1.1, 1, -3
- Cc1c(C(=O)c2ccccc2)c2ccccn2c1CCC#N
  3, 0, 22, -3, 24, 1, 1.2, 2, 18
- CC(C)Cn1c(-c2csc3c2CCCC3)n[nH]c1=S
  21, 2, 48*, -4, 44*, -4, -0.2, 2, 40
- [2H]C(CCOS(N)(=O)=O)c1ccccc1 (stereo unspecified)
  7, -4, 0, 11, -11, 7, 0.1, 1, -16
- O=C(CN1C(=O)C2CCCCC2C1=O)Nc1cccc([N+](=O)[O-])c1 (stereo unspecified)
  16, -22, 14, 0, 2, -32, -0.5, 1, 12
- COc1ccc(NC(=O)Cc2nnc(SCC(=O)Nc3ccccc3)n2C)cc1
  19, 1, 3, 1, 4, 12, -1.3, -2, -2
- CCN(Cc1nc(-c2ccccc2)no1)C(=O)c1ccc2c(c1)OCO2
  11, -1, -10, 1, -24, -1, 1.0, 1, 1
- COc1nc(OC)nc(N2CCC(C(=O)Nc3cccc4c3CCCC4)CC2)n1
  10, 1, 19, -4, 11, -4, 1.0, 3, 0
- O=C(NC(=S)Nc1c(Cl)ccc2nsnc12)c1ccco1
  5, 0, 28, 0, 3, 16, 0.4, 0, 16
